Bioassay records as filed in PubChem.
Glyco luc inh: N-linked glycosylation inhibition; D54 ERlucT glycosylation luciferase reporter, 24 h; percent of 100 nM tunicamycin response; reporter increase, % at 12.5 µM; hit rate 0.23% among 360,000;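 active = mean luciferase reporter signal, scaled so untreated is 0 and the glycosylation-blocking control 100, at or above a set limit in every replicate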;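 note: luciferase carries N-glycosylation sites so blocking glycosylation raises the light; 0% = median of neutral control wells and 100% = median of 100 nM tunicamycin wells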
hiPSC survival: increases survival of single human iPS cells; AID 602274; hiPSC single-cell survival, ATPlite luminescence; 100% = ROCK inhibitor wells, 0% = DMSO; survival enhancement, % at 20 µM; hit rate 0.044% among 360,000; in the data active = survival enhancement above about 18%;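 note: cells exposed to compounds for 16 hours before the ATP read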
ABCB6 inh MLPCN: human ABCB6 transporter inhibition; Q9NP58; K562-ABCB6 porphyrin accumulation, flow cytometry, 1 h; active compounds read low; fluorescence ratio to DMSO, % at 10 µM; hit rate 0.19% among 360,000; AID 602162;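 active = fluorescence ratio to DMSO below 75%, the collection mean minus 3 SD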;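 note: signal is porphyrin accumulated inside mitochondria; 100% equals median channel fluorescence of DMSO control wells; lower ratio means ABCB6 inhibition with less porphyrin fluorescence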
MC4R antagonist: antagonists of human melanocortin 4 receptor (MC4R). P32245. inhibition, % at 6.5 µM. MC4R-expressing cells, MTII-stimulated cAMP, LANCE TR-FRET. hit rate 0.48% among 360,000;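 active = inhibition above its plate's cutoff, the mean of tested wells on that plate plus 3 SD, cut at about 29% in these data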;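 note: 0% = Melanotan II alone and 100% = Melanotan II plus saturating MCL0020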
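Test system: U2OS cells stably expressing human melanocortin 4 receptor (MC4R); also added: Melanotan II challenge; compound: 6.5 µM single dose; timing: 30-min compound preincubation, 1-h Melanotan II challenge, 1-h detection, room temperature; signal: Eu-cAMP/anti-cAMP TR-FRET, emission 671 nm; repeats: one well per compound, no replicates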
H9c2 protect: protects H9c2 cardiomyocytes from peroxide injury; H2O2 injury protection, ATPLite, 2 h; protection from H2O2 cell death, % at 20 µM; hit rate 0.63% among 360,000;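 active = compounds giving at least 50% protection of heart cells from peroxide-induced death in the single-dose screen, raw or plate-pattern-corrected value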;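 note: 0% = DMSO wells with peroxide and 100% = DMSO wells without peroxide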
ABHD5-PLIN5 inh: blocks binding of human ABHD5 to perilipin-5 | Q00G26+Q8WTS1 | Split G. princeps luciferase complementation, luminescence, 4 h | inhibition, % at 4 µM | hit rate 0.78% among 360,000 | AID 602281;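 active = inhibition above the mean inhibition across every tested compound plus 3 SD, cut at about 22% in these data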;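 note: 0% = DMSO only wells and the 100% control is not disclosed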
Target sequence (Q00G26 whole entry, looked up): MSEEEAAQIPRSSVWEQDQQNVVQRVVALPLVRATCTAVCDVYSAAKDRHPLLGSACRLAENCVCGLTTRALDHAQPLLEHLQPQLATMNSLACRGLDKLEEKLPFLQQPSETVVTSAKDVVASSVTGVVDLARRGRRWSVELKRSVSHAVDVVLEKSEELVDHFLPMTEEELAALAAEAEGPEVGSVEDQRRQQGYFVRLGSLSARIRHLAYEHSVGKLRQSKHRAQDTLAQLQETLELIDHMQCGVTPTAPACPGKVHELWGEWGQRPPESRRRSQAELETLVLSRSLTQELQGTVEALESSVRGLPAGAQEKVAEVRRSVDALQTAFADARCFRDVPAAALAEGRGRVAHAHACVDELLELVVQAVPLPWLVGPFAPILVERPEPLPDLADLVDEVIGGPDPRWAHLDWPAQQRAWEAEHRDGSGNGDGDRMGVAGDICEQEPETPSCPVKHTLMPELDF
Target sequence (Q8WTS1 whole entry, looked up): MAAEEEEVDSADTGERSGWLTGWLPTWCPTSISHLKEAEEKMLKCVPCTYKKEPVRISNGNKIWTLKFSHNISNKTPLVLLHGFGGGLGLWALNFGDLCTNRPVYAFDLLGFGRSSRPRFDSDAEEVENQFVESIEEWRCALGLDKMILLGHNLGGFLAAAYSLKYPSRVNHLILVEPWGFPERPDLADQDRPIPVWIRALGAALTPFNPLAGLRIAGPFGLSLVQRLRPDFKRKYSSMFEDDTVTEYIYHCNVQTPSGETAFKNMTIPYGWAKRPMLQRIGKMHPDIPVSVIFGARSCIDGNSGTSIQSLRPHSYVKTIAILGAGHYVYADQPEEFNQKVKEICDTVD
m5-HT2A agonist: agonists of mouse serotonin 5-HT2A receptor (HTR2A) | activation, % at 7.6 µM | CHO-K1 mHTR2A beta-arrestin complementation, luminescence; percent of 30 µM serotonin response | P35363 | hit rate 0.66% among 360,000;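 active = activation above a run cutoff, the mean activation of all tested compounds plus 3 SD, cut at about 14% in these data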;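 note: 0% = plate median of compound wells and 100% = 30 µM serotonin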
MC4R barr agon: human MC4R agonism via beta-arrestin; U2OS MC4R beta-arrestin complementation, luminescence; percent of melanotan II response, DMSO zero; activation, % at 8.9 µM; hit rate 0.98% among 360,000;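 active = activation above a per-plate cutoff, the mean activation of sample wells on that plate plus 3 SD, cut at about 8% in these data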
aDG glyco up: alpha-DG glycosylation activation. Pro5-aDG cells, alpha-DG glycosylation AlphaScreen (IIH6); 0% Pro5, 100% B10-LARGE cell signal. activation, % at 10 µM. hit rate 0.22% among 360,000;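 active = activation of at least 8% versus controls, or a plate z-score of at least 8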;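 note: Pro5 are CHO cells carrying HIG-tagged alpha-DG that lacks glycosylation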
Granule exo inh: lytic granule exocytosis inhibition. TALL-104 LAMP-1 surface exposure, flow cytometry; cells stimulated with thapsigargin and PMA. inhibition, % at 10 µM. hit rate 0.66% among 360,000;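 active = inhibition above about 55%, limit read from the data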
Numbers without * were called inactive; · = no result given.

SMILES	Glyco luc inh	hiPSC survival	ABCB6 inh MLPCN	MC4R antagonist	H9c2 protect	ABHD5-PLIN5 inh	m5-HT2A agonist	MC4R barr agon	aDG glyco up	Granule exo inh
O=C(C1CCN(S(=O)(=O)c2cccc3cccnc23)CC1)N1CCN(c2ccccn2)CC1	-4.6	3.9	95.0	18.5	10.6	-4.0	-1.5	0.0	-0.1	-1.1
Cc1ccccc1-c1noc(-c2ccccc2C(=O)NCC2CCCO2)n1 (stereo not drawn)	-1.5	0.0	99.0	1.6	8.4	-2.1	8.1	1.2	0.0	4.0
O=C(c1cc(Cl)ccc1[N+](=O)[O-])n1cnc2ccccc21	-0.2	-0.9	100.0	9.2	2.5	-7.7	2.0	-0.4	-0.1	0.0
CCOC(=O)/C=C1\NC(C)(C)Cc2cc(OC)c(O)cc21	-1.0	0.5	100.0	6.8	2.4	-3.1	-1.9	-0.1	0.0	1.4
COc1cccc(CC2(CO)CCN(C(=O)NCCc3ccccc3)CC2)c1	-2.3	1.2	154.0	9.7	-3.8	-3.8	-2.6	-2.3	0.1	0.5
COCCn1cnnc1SCC(=O)Nc1ccc(N2CCCCC2)cc1	-0.1	0.0	96.0	1.5	6.7	4.5	-1.9	-0.4	0.0	2.6
Cc1ccc(C)c(CN2C(=O)C3CCCN3c3ccc(C#N)cc32)c1 (stereo not drawn)	-2.2	-3.5	92.0	1.2	1.0	-1.4	-1.4	-1.1	-0.3	5.3
COc1ccc(NC(=O)Nc2ccccc2C(=O)N2CCCC2)cc1	-7.3	-0.9	98.0	11.8	13.3	3.1	1.7	-1.4	-0.2	1.9
Cc1cccc(NC(=S)NCc2ccc3c(c2)OCO3)c1	-0.7	1.4	103.0	-0.9	-0.2	-7.6	2.4	-0.4	-0.1	-2.0
CCc1ccc(NC(=O)C2CCCN(S(C)(=O)=O)C2)cc1 (stereo not drawn)	-2.5	-2.2	94.0	4.2	3.3	-6.3	-0.3	-1.8	-0.5	2.5
O=S(=O)(c1ccc(NC(=S)N/N=C/c2ccc(Oc3ccccc3)cc2)cc1)N1CCOCC1	-1.7	0.1	100.0	-1.0	3.8	-1.7	5.8	-1.4	-0.7	-1.0
Cc1ccc(-n2cc(CN3CCN(Cc4nccn4C)CC3)c(-c3ccc(F)cc3)n2)cc1	-1.1	-3.7	98.0	4.3	5.3	4.9	-5.6	-2.3	4.8	9.6
CCOC(=O)c1c(C)[nH]c(C)c1C(=O)COC(=O)/C=C/c1cccc([N+](=O)[O-])c1	4.9	3.6	93.0	8.9	22.9	-7.5	-10.6	3.4	-0.1	1.1
COc1cc(SC)ccc1C(=O)OCC(=O)N1CCCC1	-1.1	-0.1	87.0	2.6	-5.7	-0.6	6.2	-0.2	-0.1	-5.5
COc1ccc(CNC(=O)C(C)OC(=O)CCN2C(=O)C3CC=CCC3C2=O)cc1 (stereo not drawn)	-0.2	0.7	99.0	1.4	2.2	-0.6	-8.9	-3.0	0.1	-0.7
Cn1cnc2c(cnn2C)c1=O	0.8	4.8	97.0	3.6	-2.1	-1.3	4.7	-2.6	0.0	-9.1
COc1cccc(CNS(=O)(=O)c2ccc3c(c2)N(C(C)=O)CCS3)c1	-2.2	-0.1	102.0	3.1	-5.2	-4.8	2.6	-1.6	0.2	1.9
S=C(NCc1ccco1)N/N=C/c1ccc(Cl)cc1	-3.1	-0.1	91.0	-2.4	-5.8	-13.7	-2.5	0.4	0.1	-0.6
Nc1nncn1C(=O)CCCOc1ccccc1	0.1	-1.1	87.0	7.5	-7.1	-3.1	0.9	-1.2	-0.5	0.1
CCCNc1ncccc1C(N)=O	1.0	2.3	86.0	0.9	8.0	-6.2	0.2	-2.0	0.2	-1.0
CN1C(C(=O)NCc2ccco2)CC2Cn3c(nc4cc(Cl)c(Cl)cc43)C21 (stereo not drawn)	1.2	1.2	97.0	-0.3	6.0	-5.7	3.3	-1.4	0.1	-16.4
Nc1ccnc(=O)[nH]1	1.4	0.7	93.0	5.0	14.0	-0.1	4.8	-0.1	-0.1	-4.3
N#Cc1nc(-c2ccco2)oc1N1CCN(C(c2ccccc2)c2ccccc2)CC1	-4.2	-0.4	98.0	5.6	-8.1	-3.3	3.2	0.8	-0.3	-5.8
CC(=O)N1CCN(C(=S)c2cccc([N+](=O)[O-])c2)CC1	-1.2	2.0	93.0	3.4	7.1	-2.2	-0.8	0.3	-0.2	-6.7
CCN(CC)CCNC(=O)NC1CCCCC1	-0.9	4.5	94.0	-3.5	-1.0	-5.8	2.1	0.1	-0.3	4.5
Cc1cc(Cl)c(S(=O)(=O)N2CCCCCC2)cc1OCC(N)=O	-2.5	-1.1	93.0	4.5	-14.4	-0.1	-3.4	-0.2	-0.2	-4.8
CC1(C)[C@H]2CC=C(CN3CCC(N4CCC(C(=O)N5CCCC5)CC4)CC3)[C@@H]1C2	-0.7	-0.5	102.0	3.3	4.8	0.4	1.6	-1.0	0.1	10.0
CCCn1c(SCC(=O)N2CCCC(C)C2)nnc1-c1ccccn1 (stereo not drawn)	2.2	-0.2	86.0	-4.6	3.5	-3.1	5.3	-3.8	0.8	3.8
CC(=O)c1ccc(-c2ccc(C(=O)N3CCN(c4ccc(F)cc4)CC3)o2)cc1	-0.2	0.7	100.0	10.7	-6.4	2.6	1.0	-2.8	1.2	34.6
COc1cccc(CNC(=O)c2ccc(NC(=O)CC3SC(N4CCCCC4)=NC3=O)cc2)c1 (stereo not drawn)	-2.6	1.5	103.0	2.0	-3.1	4.1	0.6	2.1	-0.2	-3.1
CC(/C=C/c1ccccc1)=N\NC(=O)c1ccc(Br)cc1	4.6	-1.5	103.0	-2.0	-11.5	0.0	-6.8	-4.6	0.8	0.1
Cc1cc(NCc2ccc(F)cc2Cl)n2nnnc2n1	1.9	-0.5	190.0	-5.0	-2.2	5.3	1.8	-0.1	0.7	22.1
COc1ccc(N2CCN(C(=O)CN(C3CCCCC3)S(C)(=O)=O)CC2)cc1	0.7	-0.3	99.0	2.2	7.2	-4.9	-1.3	-2.3	0.8	4.1
COc1ccccc1CCC(=O)N1CCN(C(=O)c2ccccc2)CC1	-1.1	-0.1	97.0	3.5	4.3	-10.1	-1.7	-0.8	0.2	-6.4
COC(=O)c1ccc(-c2c(-c3ccccc3)ncc3cc(OC)c(OC)cc23)cc1	-2.9	2.3	99.0	0.8	12.9	-6.7	6.5	-0.5	0.2	-0.6
Cc1cc(SCC(=O)OCC(=O)NC(C)c2ccccc2)c(C)cc1Br (stereo not drawn)	5.0	2.9	100.0	5.2	9.9	0.9	-3.6	0.6	-0.2	0.0
CC(=O)N1CCN(C(=O)c2[nH]c(C(F)(F)F)nc2-c2ccccc2)CC1	2.4	0.6	103.0	·	8.3	-7.7	9.9	·	-0.2	1.1
O=C(CNc1cccc2ccccc12)N/N=C/c1cccc(Oc2ccccc2)c1	0.3	-0.8	109.0	10.9	-18.3	-5.2	-0.2	-3.5	0.0	-6.7
Cc1oc(C(C)(C)C)cc1C(=O)Nc1ccc(N2CCOCC2)cc1	2.9	1.2	99.0	2.5	0.0	0.1	-4.0	0.6	0.1	-1.4
COc1ccccc1CC(=O)Nc1ccc(S(=O)(=O)N2CCCC2)cc1	-1.2	-0.8	100.0	4.0	2.7	-14.7	-4.6	-1.5	-0.1	1.2
O=C(Nc1ccc(Cl)c(Cl)c1)N(Cc1cccnc1)Cc1ccco1	3.9	-1.2	104.0	3.2	-4.0	2.2	-5.0	-0.9	0.2	-4.8
CCCCn1nnnc1C(c1cccs1)N1CCN(C/C=C/c2ccccc2)CC1 (stereo not drawn)	-4.1	0.0	100.0	·	-1.9	-0.6	-5.3	·	-0.1	5.5
Cc1nn(C)cc1CN(C)C(=O)c1ccc(OC2CCN(Cc3ccccn3)CC2)cc1	-0.2	0.1	100.0	2.6	-5.9	4.5	3.7	-0.7	-0.3	-0.8
CCN(CC(=O)Nc1c(F)cccc1F)C(=O)/C=C/c1c(C)nn(-c2ccc(F)cc2)c1C	-2.8	-0.2	94.0	8.7	0.7	-1.2	-4.3	-3.0	0.0	-5.0
O=C1c2cccc3cccc(c23)C(=O)N1c1cccc(O)c1	-1.3	-0.5	100.0	4.7	2.0	1.5	-3.0	-1.5	-0.2	6.9

Two consecutive compounds out of the list so far, for reference:
SMILES	Glyco luc inh	hiPSC survival	ABCB6 inh MLPCN	MC4R antagonist	H9c2 protect	ABHD5-PLIN5 inh	m5-HT2A agonist	MC4R barr agon	aDG glyco up	Granule exo inh
CCN(CC(=O)Nc1c(F)cccc1F)C(=O)/C=C/c1c(C)nn(-c2ccc(F)cc2)c1C	-2.8	-0.2	94.0	8.7	0.7	-1.2	-4.3	-3.0	0.0	-5.0
O=C1c2cccc3cccc(c23)C(=O)N1c1cccc(O)c1	-1.3	-0.5	100.0	4.7	2.0	1.5	-3.0	-1.5	-0.2	6.9

More records:
SMILES	Glyco luc inh	hiPSC survival	ABCB6 inh MLPCN	MC4R antagonist	H9c2 protect	ABHD5-PLIN5 inh	m5-HT2A agonist	MC4R barr agon	aDG glyco up	Granule exo inh
COc1ccc2nc(NC3=NCCC3)sc2c1	-4.1	-0.7	88.0	-3.4	-9.6	2.3	4.9	-0.4	0.8	-1.4
Cn1nc(C(=O)NCc2cccs2)c2ccccc2c1=O	0.1	-1.7	104.0	7.6	4.5	-0.8	1.6	-1.0	-0.2	0.0
COc1ccc(N(C(=O)COc2cccc(C)c2)S(=O)(=O)c2ccc(C)cc2)cc1	-1.5	1.9	98.0	3.4	-7.5	-1.8	-2.5	-1.3	0.1	1.9
Cn1c(-c2ccc(F)cc2)cnc1NCc1cc2c(cc1[N+](=O)[O-])OCO2	0.2	-1.4	98.0	3.3	2.8	-17.7	-4.6	-2.1	0.5	-5.8
O=C(N=Nc1c(O)n(Cc2ccccc2)c2ccccc12)c1ccncc1	0.0	-0.5	100.0	-11.6	45.2	-5.5	-0.1	-1.1	0.3	16.5
CC(=O)Nc1ccc(NC(=O)COC(=O)c2ccc([N+](=O)[O-])o2)cc1	1.7	-2.4	89.0	6.9	22.6	5.6	3.4	-1.6	0.1	4.6
Cn1cnc2nc3n(c2c1=O)CCC3	-1.1	0.1	101.0	1.0	0.0	4.2	-1.1	-1.4	-0.1	0.9
Cc1ccccc1OCC(=O)NC(=S)Nc1cccc2cc(O)ccc12	1.1	-0.5	98.0	6.4	-4.7	-9.8	-3.3	15.7*	-0.3	-11.3
COC(=O)c1ccc(NC(=O)C2CCCN2S(=O)(=O)c2ccc(C)cc2)cc1 (stereo not drawn)	1.1	-0.8	100.0	1.9	-3.7	-0.8	3.0	-0.7	0.4	0.7
Cc1nc(-c2ccc(Cl)cc2)sc1C(=O)NNC(=O)C(C)C	-0.4	-0.8	97.0	19.9	-4.7	1.7	-1.8	0.5	0.0	-7.4
Cc1ccccc1Nc1nc(Cl)nc(NC(C)(C)C)n1	-2.2	2.0	103.0	22.1	1.0	-8.1	-2.1	2.4	0.3	21.2
CN(C)S(=O)(=O)c1ccc(-c2ccccc2)cc1	-2.7	-2.5	103.0	8.7	-19.0	0.6	0.6	-0.5	-0.2	-1.6
COC(=O)c1[nH]c2cccc(C)c2c1NC(=O)CN1CCCc2ccccc21	-9.0	2.1	144.0	14.7	5.0	2.1	0.8	1.6	0.2	0.3
